BL2 CD40 inh: CD40 pathway inhibition in BL2 cells; BL2 NF-kB luciferase reporter, CD40L-induced, 4 h; inhibition, % at 10 µM; AID 1053188; 83,000 tested, 0.94% active;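 active means mean inhibition of at least 50% with a set share of replicates also reaching that level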;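 further: 0% = neutral control wells and 100% = IKK inhibitor VII at 50 µM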
* hit, by the source's call; & = joins results of further samples; [ ] = remark or other dose. Only part of the results is shown; count on the stated rates, not on these rows.

Screening O=S(=O)(NCC(c1cccs1)N1CCc2ccccc2C1)c1ccccc1 (stereo not drawn) returned BL2 CD40 inh -69.1.
For O=C(c1ccccc1F)N1C[C@@H]2[C@H](c3ccccc31)[C@H](CO)N2CC1CCCCC1 the results were BL2 CD40 inh 12.7[25 µM].
Screening Cc1c(NC(=O)COC(=O)CSc2ccc([N+](=O)[O-])cc2)c(=O)n(-c2ccccc2)n1C returned BL2 CD40 inh 2.1.
Screening NC(=S)NN=C1CCC2(CCCCC2)CC1 returned BL2 CD40 inh 2.3.
`C[C@@H]1CN([C@@H](C)CO)C(=O)CCCn2nncc2CO[C@@H]1CN(C)C(=O)c1ccc(N2CCN(C)CC2)cc1` gave BL2 CD40 inh 7.3[25 µM].
`Cc1ccc(Cn2c(=O)c3c(ncn3C)n(C)c2=O)cc1` gave BL2 CD40 inh 6.1.
For COc1ccc(CC(N)c2csc(NC(=O)c3ccc(F)cc3)n2)cc1 (stereo not drawn) the results were BL2 CD40 inh 0.1.
For CN(CC(=O)Nc1ccccc1C(=O)N1CCCC1)S(=O)(=O)c1ccc(Cl)cc1 the results were BL2 CD40 inh 3.2.
`O=C(c1cc(COc2c(F)cccc2F)on1)N1CCC(c2ccccc2Cl)C1` (stereo not drawn) gave BL2 CD40 inh -32.8.
Cc1cc(=O)c2ccc(C(F)(F)F)cc2[nH]1 was read as BL2 CD40 inh 7.2.
For COc1ccccc1NC(=O)N1[C@@H]2CNC[C@H]1C2c1ccc(-c2ccccc2C)cc1 (stereo partly drawn) the results were BL2 CD40 inh 7.2[25 µM].
O=C(OCC(=O)N1CCCC1)c1ccccc1OCc1ccccc1 was read as BL2 CD40 inh -27.8.
For COc1ccccc1S(=O)(=O)N1[C@@H]2CNC[C@H]1C2c1ccc(-c2ccncc2)cc1 (stereo partly drawn) the results were BL2 CD40 inh -7.1&5.3[25 µM].
`COc1ccc(S(=O)(=O)N(CC(C)C)CC(C)C)c2cccnc12` gave BL2 CD40 inh 13.7.
Screening NC(Cc1ccc(Cl)cc1)c1csc(Nc2cc(Oc3ccccc3)ncn2)n1 (stereo not drawn) returned BL2 CD40 inh 27.8.
Screening CC(=O)Nc1ccc2oc(C)nc2c1 returned BL2 CD40 inh 5.7.
For CCN(CC(=O)NC1CCS(=O)(=O)C1)C(=O)c1cc(OC)c(OC)c(OC)c1 (stereo not drawn) the results were BL2 CD40 inh 8.4.
`COc1ccccc1CNC(=O)COC(=O)c1ccc(C(=O)c2ccccc2)cc1` gave BL2 CD40 inh 2.5.
COc1cc(CN(C(=S)NCC(=O)O)C2CCCC2)cc(OC)c1OC was read as BL2 CD40 inh 4.6.
For COc1ccc(-c2nc(-c3cccnc3)no2)cc1 the results were BL2 CD40 inh -11.8.
`CO[C@@H]1CN(C)C(=O)c2ccc(NC(=O)c3ccccc3F)cc2OC[C@H](C)N(C)C[C@@H]1C` gave BL2 CD40 inh -8.2[25 µM].
`O=[N+]([O-])c1ccc(S(=O)(=O)NCC(c2cccnc2)N2CCc3ccccc3C2)cc1` (stereo not drawn) gave BL2 CD40 inh -26.2.
`CCOC(=O)C1CCN(C(=O)c2cc(S(=O)(=O)N3CCCCCC3)ccc2OC)CC1` gave BL2 CD40 inh -24.9.
For C[C@@H]1CN([C@H](C)CO)C(=O)CCCn2cc(nn2)CO[C@H]1CN(C)C(=O)Nc1cccc(C(F)(F)F)c1 the results were BL2 CD40 inh -7.7[25 µM].
O=C(Cc1ccc(S(=O)(=O)N2CCOCC2)s1)Oc1ccc(F)cc1 was read as BL2 CD40 inh 8.1.
O=C(NCCc1ccc(F)cc1)c1ccc2c(=O)n3c(nc2c1)CCC3 was read as BL2 CD40 inh -44.7.
`N#CCCOC1(C#CCN2CCCC2)CCCCC1` gave BL2 CD40 inh 4.0.
COc1ccc(NC(=O)c2ccccc2NC(=O)COc2ccccc2)cc1 was read as BL2 CD40 inh 5.6.
COc1ccc(N2C(=O)CC(Nc3ccc(C(=O)O)cc3)C2=O)cc1OC (stereo not drawn) was read as BL2 CD40 inh 13.1.
Screening COc1ccc(S(=O)(=O)NCCc2ccco2)cc1OC returned BL2 CD40 inh -2.8.
`Cc1noc(C)c1COc1ccccc1C(=O)NC(C)c1ccc(F)cc1` (stereo not drawn) gave BL2 CD40 inh 1.0.
For O=C(NCC(c1cccs1)N1CCOCC1)c1ccco1 (stereo not drawn) the results were BL2 CD40 inh -7.3.
For O=C(C1CCC1)N1CCN(c2ccnc3cc(Cl)ccc23)CC1 the results were BL2 CD40 inh 7.4.
CN(C)C(=O)c1cccc(-c2ccc3c(c2)[C@H]2[C@H](CCN2C(=O)Cc2ccccc2)[C@@H](CO)N3)c1 was read as BL2 CD40 inh 1.1[25 µM].
CNC(=O)NC(=O)COC(=O)c1cccc(S(=O)(=O)N2CC3(C)CC2CC(C)(C)C3)c1 (stereo not drawn) was read as BL2 CD40 inh 12.6.
`O=C(Cn1nnc2ccccc2c1=O)NC1CCCc2ccccc21` (stereo not drawn) gave BL2 CD40 inh 6.2.
For OC[C@@H]1[C@@H](c2ccccc2)C2(CN(Cc3cc(F)ccc3F)C2)N1CC1CCCC1 the results were BL2 CD40 inh 13.4[25 µM].
For Cn1cccc1C(=O)NS(=O)(=O)c1ccccc1Cl the results were BL2 CD40 inh 9.4.
Screening CC(=O)c1c(C(C)=O)c(C)n(-c2ccc3ncccc3c2)c1C returned BL2 CD40 inh 7.5.
Screening COc1cccc(-c2ccc3nnc(SCC(=O)N4CCOCC4)n3n2)c1 returned BL2 CD40 inh -8.3.
For COc1cc(C(=O)NCc2ccc3[nH]c(C)cc3c2)cc(OC)c1OC the results were BL2 CD40 inh 0.6.
For CCc1cccc(NC(=O)C2CCCN(S(=O)(=O)c3cccnc3)C2)c1 (stereo not drawn) the results were BL2 CD40 inh 17.0.
`CS(=O)(=O)N1CCN=C1SCc1ccccc1` gave BL2 CD40 inh -1.1.
For C[C@@H]1CN([C@H](C)CO)C(=O)Cc2cc(NC(=O)Cn3cnnn3)ccc2O[C@@H]1CN(C)C(=O)Nc1ccc(C(F)(F)F)cc1 the results were BL2 CD40 inh -0.8[25 µM].
For C[C@@H]1CN([C@@H](C)CO)C(=O)c2cc(NS(=O)(=O)c3ccc(Cl)cc3)ccc2O[C@@H]1CN(C)S(=O)(=O)c1ccc(F)cc1 the results were BL2 CD40 inh 8.0.
Screening Cc1ccc(OC(=O)c2ccc3snnc3c2)cc1 returned BL2 CD40 inh 8.2.
OC[C@H]1[C@H](c2ccc(-c3cccnc3)cc2)[C@H]2CN(Cc3ccccn3)CCCCN21 was read as BL2 CD40 inh 0.1[25 µM].
CCn1c(-c2cc(-c3ccc(C)cc3)nc3ccccc23)n[nH]c1=S was read as BL2 CD40 inh -24.5.

Arranged by heavy-atom count (low to high): three of the compounds above
For Cn1cccc1C(=O)NS(=O)(=O)c1ccccc1Cl the results were BL2 CD40 inh 9.4.
For CCc1cccc(NC(=O)C2CCCN(S(=O)(=O)c3cccnc3)C2)c1 (stereo not drawn) the results were BL2 CD40 inh 17.0.
For C[C@@H]1CN([C@@H](C)CO)C(=O)c2cc(NS(=O)(=O)c3ccc(Cl)cc3)ccc2O[C@@H]1CN(C)S(=O)(=O)c1ccc(F)cc1 the results were BL2 CD40 inh 8.0.

(next part)
For COc1ccc(C2C(C(=O)NCc3ccco3)CCC(=O)N2c2ccc(OC)cc2)cc1 (stereo not drawn) the results were BL2 CD40 inh 6.7.
Screening COCCNCC(=O)Nc1nc(C)cs1 returned BL2 CD40 inh -0.9.
O=[N+]([O-])c1cc(Br)ccc1NS(=O)(=O)c1ccccc1 was read as BL2 CD40 inh 11.4.
For CCOC(=O)C(Cc1c(F)cccc1Cl)c1ccnc2nc(N)nn12 (stereo not drawn) the results were BL2 CD40 inh 7.7.
CN1CCN(CCCCC(=O)c2ccccc2)CC1 was read as BL2 CD40 inh 7.6.
For CC(C)(C)c1ccc(C(=O)NC(=O)COC(=O)c2ccc(Br)o2)cc1 the results were BL2 CD40 inh -3.1.
O=C(Nc1nnc(CCc2ccccc2)s1)c1ccco1 was read as BL2 CD40 inh -28.6.
`Cc1cc(N)nc2nc(C(F)(F)F)nn12` gave BL2 CD40 inh -3.7.
O=C(NCC(c1ccco1)N1CCCCC1)c1ccc(OCc2ccccc2)cc1 (stereo not drawn) was read as BL2 CD40 inh 5.5.
`Cc1ccccc1N=C1c2ccccc2C(=O)C1[N+](=O)[O-]` (stereo not drawn) gave BL2 CD40 inh 3.9.
For CN(C)CC(=O)Nc1ccc2c(c1)[C@H]1C[C@H](CC(=O)NCc3cccc(F)c3)O[C@@H](CO)[C@H]1O2 the results were BL2 CD40 inh -5.8[25 µM].
Screening COc1cc(NC(=O)Cn2nc(-c3ccc(F)cc3)ccc2=O)ccc1-n1cnnn1 returned BL2 CD40 inh 3.0.
For CO[C@@H]1CN(C)C(=O)c2cc(NC(=O)NC(C)C)ccc2OC[C@H](C)N(Cc2ccccc2)C[C@@H]1C the results were BL2 CD40 inh -1.3[25 µM].
`CC(C)C[C@H](NC(=O)NCCC1=CCCCC1)C(=O)O` gave BL2 CD40 inh 0.9.
`C[C@@H]1C(=O)N[C@H](c2ccc3c(c2)OCO3)CC=CC[C@H](C)Oc2ccccc2C(=O)N1C` (mixture of isomers) gave BL2 CD40 inh 3.8[25 µM].
For CC1CC(N(C(=O)c2ccco2)c2ccccc2)c2ccccc2N1C(=O)c1ccco1 (stereo not drawn) the results were BL2 CD40 inh 23.9.
For O=S(=O)(c1cccc(Cl)c1)N1CCSc2ccccc21 the results were BL2 CD40 inh 9.7.
O=C(C[C@@H]1C[C@H]2c3cc(NC(=O)C4CCOCC4)ccc3O[C@H]2[C@H](CO)O1)NCc1cccnc1 was read as BL2 CD40 inh -3.2[25 µM].
Screening CC(=O)C1=C(O)C(=O)N(CCCn2ccnc2)C1c1ccc(Cl)cc1 (stereo not drawn) returned BL2 CD40 inh 7.5.
For CNC[C@@H]1OCCCC[C@@H](C)Oc2ccc(NS(=O)(=O)c3ccc(F)cc3)cc2C(=O)N([C@@H](C)CO)C[C@@H]1C the results were BL2 CD40 inh -3.3[25 µM].
For COc1ccccc1CNC(=O)CSc1ncc(C(=O)Nc2ccccc2)c(=O)n1C the results were BL2 CD40 inh -3.2.
`CN1C(=O)c2cc(NC(=O)Cc3cccs3)ccc2OC[C@H]2O[C@@H](CC(=O)NCC3CC3)CC[C@H]21` gave BL2 CD40 inh 5.9.
`C[C@@H]1CN([C@@H](C)CO)C(=O)CCCn2nncc2CO[C@@H]1CN(C)S(=O)(=O)c1ccccc1C#N` gave BL2 CD40 inh 2.4[25 µM].
`O=C(c1cccc(F)c1)N1C[C@H]2[C@@H](c3ccccc31)[C@H](CO)N2C(=O)Cc1ccccc1` gave BL2 CD40 inh -0.8[25 µM].

A stretch taken from the entries so far, as a working copy:
For CO[C@@H]1CN(C)C(=O)c2cc(NC(=O)NC(C)C)ccc2OC[C@H](C)N(Cc2ccccc2)C[C@@H]1C the results were BL2 CD40 inh -1.3[25 µM].
`CC(C)C[C@H](NC(=O)NCCC1=CCCCC1)C(=O)O` gave BL2 CD40 inh 0.9.
`C[C@@H]1C(=O)N[C@H](c2ccc3c(c2)OCO3)CC=CC[C@H](C)Oc2ccccc2C(=O)N1C` (mixture of isomers) gave BL2 CD40 inh 3.8[25 µM].
For CC1CC(N(C(=O)c2ccco2)c2ccccc2)c2ccccc2N1C(=O)c1ccco1 (stereo not drawn) the results were BL2 CD40 inh 23.9.
For O=S(=O)(c1cccc(Cl)c1)N1CCSc2ccccc21 the results were BL2 CD40 inh 9.7.

(further entries)
`Cc1ccc(Oc2nn[nH]n2)cc1` gave BL2 CD40 inh -1.7.
For C[C@@H]1CN([C@H](C)CO)C(=O)c2c(c3ccccc3n2C)-c2ccccc2CO[C@H]1CN(C)Cc1ccc(C(=O)O)cc1 the results were BL2 CD40 inh -1.0.
For O=C(CN1C(=O)NC2(CCSC2)C1=O)N1CCN(c2ccc(F)cc2)CC1 (stereo not drawn) the results were BL2 CD40 inh 12.9.
Screening O=C(COC(=O)c1cc([N+](=O)[O-])ccc1N1CCOCC1)Nc1ccccc1OC(F)F returned BL2 CD40 inh -6.6.
NC(=O)CC1SC(N)=NC1=O (stereo not drawn) was read as BL2 CD40 inh 9.9.
Screening COc1ccc(C(=O)NCC(=O)NCc2ccncc2)cc1 returned BL2 CD40 inh 10.3.
For O=S(=O)(Cc1ccccc1)Nc1ccc(S(=O)(=O)NCC2CCCO2)cc1 (stereo not drawn) the results were BL2 CD40 inh 9.2.
`N#C[C@H]1[C@H](c2ccc(C#CC3CCCC3)cc2)[C@@H](CO)N1C(=O)c1cccc(F)c1` gave BL2 CD40 inh 28.2.
`Cc1cc(NC(=O)c2cccs2)n(-c2ccccc2)n1` gave BL2 CD40 inh 6.4.
For CS(=O)(=O)Nc1ccc2c(c1)ncn2CCc1ccccc1 the results were BL2 CD40 inh 7.7.
`COc1ccc(Cc2nc3ccc(C(=O)N(C)C(C)c4ccon4)cc3o2)cc1` (stereo not drawn) gave BL2 CD40 inh -61.4.
Screening N#C[C@@H]1[C@H](c2ccccc2-c2ccccc2)[C@H](CO)N1C(=O)NC1CCCCC1 returned BL2 CD40 inh 0.9.
For COc1ccc(S(=O)(=O)N2CCN(c3cnccn3)CC2)cc1 the results were BL2 CD40 inh -2.9.
Screening C[C@@H]1CN([C@@H](C)CO)C(=O)CCCn2nncc2CO[C@H]1CN(C)C(=O)CCC(F)(F)F returned BL2 CD40 inh 5.8[25 µM].
N#C[C@@H]1[C@H](c2ccc(C3=CCCC3)cc2)[C@@H](CO)N1c1nc(-c2ccccc2)cs1 was read as BL2 CD40 inh -2.3[25 µM].
`O=C(Cc1ccc(S(=O)(=O)N2CCOCC2)s1)NCCOc1ccccc1F` gave BL2 CD40 inh -0.4.
For CN(C)C(=O)c1cccc(-c2ccc([C@H]3[C@H]4CN(C(=O)C5CCCC5)CC(=O)N4[C@H]3CO)cc2)c1 the results were BL2 CD40 inh 3.2.
COc1ccc(Oc2nnc(-c3ccccc3)cc2C#N)cc1 was read as BL2 CD40 inh 5.2.
For C[C@H](NC(=O)C[C@H]1C[C@H]2c3cc(NC(=O)Nc4ccc(C(F)(F)F)cc4)ccc3O[C@H]2[C@@H](CO)O1)c1ccccc1 the results were BL2 CD40 inh 10.5[25 µM].
